HIF act = HIF pathway transcriptional activators, primary screen, cell-based, U2OS HRE-luciferase, luminescence. U2OS HRE-luciferase reporter; normalized: DMSO 0%, desferrioxamine 100%. activation, % at 7.5 µM (by protocol). hit rate 0.32% among 300,000. AID 1910, 2009;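 active means mean activation of at least 10% of the iron chelator positive control signal, with at least half of replicates also reaching 10%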
RGS4 act = RGS4 potentiators or activators, primary screen, cell-based, HEK293 M3R inducible RGS4, calcium flux. carbachol calcium flux Fluo4; active compounds read low. hit rate 0.92% among 310,000. B-score at 10 µM. AID 463111, 2010;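 active means B-score of the integrated calcium signal more than 4 SD below the library mean, with starting fluorescence not abnormally high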;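 further: negative B-score means reduced calcium response which marks RGS4 activation or potentiation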
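Material: Inducible-RGS4 HEK293 cells carrying M3 receptor; also added: carbachol at ECmax as muscarinic agonist stimulus; incubation: compound preincubation 20 min at room temperature before agonist; signal: Fluo4-AM (2 µM) calcium-flux fluorescence, kinetic read; measure: integrated calcium ratio converted to B score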
SKKanGAS inh = S. pyogenes SKKanGAS growth inhibitors in kanamycin, primary screen, streptokinase expression inhibitor project, SKKanGAS strain, BacTiter-Glo luminescence | 6 h | hit rate 1.3% among 300,000 | inhibition, % at 7.5 µM;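 active means mean replicate score, as percent of positive control median, at least 50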;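 further: strain carries kanamycin resistance gene driven by streptokinase promoter and grows in 40 µg/ml kanamycin; loss of luminescence reflects streptokinase promoter inhibition or plain growth inhibition; 0% = median of DMSO wells and 100% = positive control at its reference dose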
MrgX1 antagonist = antagonists of human MrgX1 receptor, primary screen, HEK293 cells, Fluo-4 calcium flux; BAM8-22 antagonism; active compounds read low; B-score at 10 µM; hit rate 1.3% among 310,000; AID 588676, 2011;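 active means calcium-response B-score plate-corrected more than 3 library SD below zero, starting fluorescence within 5 deviations, no agonist response on first addition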;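 further: peak minus trough fluorescence over baseline after final BAM8-22 challenge near maximal dose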
Target sequence (Q96LB2 whole entry, looked up): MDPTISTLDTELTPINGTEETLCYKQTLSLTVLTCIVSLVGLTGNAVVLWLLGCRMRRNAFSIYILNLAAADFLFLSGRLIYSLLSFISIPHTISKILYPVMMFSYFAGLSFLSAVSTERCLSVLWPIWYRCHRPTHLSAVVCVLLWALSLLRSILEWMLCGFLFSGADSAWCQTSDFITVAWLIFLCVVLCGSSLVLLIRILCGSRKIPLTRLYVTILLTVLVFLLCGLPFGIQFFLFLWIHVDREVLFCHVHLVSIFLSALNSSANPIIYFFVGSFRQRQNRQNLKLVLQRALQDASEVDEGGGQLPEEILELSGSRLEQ
TRPC4 block = inhibitors of mouse TRPC4 channel, primary screen, Fluo4 calcium, HEK293 TRPC4beta/mu-opioid cells. Short transient receptor potential channel 4 (Mus musculus), Q9QUQ5. DAMGO-evoked Fluo4 calcium flux; active compounds read low. B-score at 10 µM. hit rate 0.39% among 300,000. AID 2247, 2010;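 active means B-score over 3 SD under the library average, no early fluorescence shift, positive overall ratio signal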
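Test system – stable TRPC4beta/mu-opioid receptor HEK293 cells · Probe or stimulus – DAMGO, a submaximal dose followed by a maximal one · Dosing – one concentration per compound · Signal – Fluo4 calcium fluorescence by kinetic imaging, 5 s 1 Hz baseline · Evaluation – per-well B score of integrated baseline-normalized Fluo4 ratio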
Platelet DG rel = inhibitors of platelet dense granule secretion, primary screen, cell-based, MLPCN, human platelets. hit rate 0.22% among 300,000. AID 1663, 2009. human platelet-rich plasma, SFLLRN dense granule ATP release, luminescence. inhibition, %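 (compounds screened at 7.5 µM in platelet-rich plasma)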;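 active means mean replicate score, as percent of positive control, at or above 50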
MrgX1 allo act = positive allosteric modulators of MrgX1, primary screen, HEK293 cells, Fluo-4 calcium flux. AID 588675, 2011. FDSS; active compounds read high. Mas-related G-protein coupled receptor member X1 (Homo sapiens), Q96LB2. B-score at 10 µM. hit rate 0.63% among 310,000;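 active means plate-corrected calcium response at least 3 library SD above typical, normal starting fluorescence, not activating the receptor alone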;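 further: compound read alongside a low EC10 to EC30 dose of BAM8-22 agonist; peak minus trough fluorescence over baseline measured at the second addition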
MrgX1 agonist = agonists of human MrgX1 receptor, primary screen, HEK293 cells, Fluo-4 calcium flux. Mas-related G-protein coupled receptor member X1 (Homo sapiens), Q96LB2. Fluo-4 calcium fluorescence, agonist mode; active compounds read high. B-score at 10 µM. hit rate 0.44% among 310,000;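 active means calcium response B-score plate-corrected fluorescence ratio at least 3 library SD, with starting fluorescence B-score inside 5 SD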
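Assay system: MrgX1-expressing HEK293 cells / Amount: fifteen thousand cells per well / Doses: test compound in the initial addition of three / Timing: cells plated overnight, dye loaded 0.5 h 37 °C, 0.5 h room temperature / Technique: kinetic calcium dye fluorescence, Fluo-4 NW / Control set: positive and negative controls per plate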
TRPC6 act = mouse TRPC6 channel activators, primary screen, cell-based, HEK293, membrane potential dye. Short transient receptor potential channel 6 (Mus musculus), Q61143. HEK293-TRPC6 membrane potential dye fluorescence; active compounds read high. B-score at 10 µM. hit rate 0.13% among 310,000. AID 2550, 2010;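 active means B-score of the integrated fluorescence ratio above library mean plus 3 SD, and starting fluorescence ratio within library mean plus 5 SD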;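 further: higher score means more depolarization so channel activation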
RGS4 inh = RGS4 inhibitors, primary screen, cell-based, HEK293 M3R inducible RGS4, calcium flux; Regulator of G-protein signaling 4 (Homo sapiens), P49798; Fluo-4 calcium flux; active compounds read high; triggered by carbachol at its EC20; B-score at 10 µM; hit rate 0.45% among 310,000; AID 463165, 2010;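 active means B-score, a plate-corrected calcium signal, over three deviations above library mean, with baseline fluorescence within five deviations of library mean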;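 further: RGS4 expression induced by doxycycline in cells with stable M3 receptor; B-score is computed from the integrated fluorescence ratio over baseline after carbachol; higher B-score means a larger calcium signal and so more RGS4 inhibition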
Target sequence (P49798 whole entry, looked up): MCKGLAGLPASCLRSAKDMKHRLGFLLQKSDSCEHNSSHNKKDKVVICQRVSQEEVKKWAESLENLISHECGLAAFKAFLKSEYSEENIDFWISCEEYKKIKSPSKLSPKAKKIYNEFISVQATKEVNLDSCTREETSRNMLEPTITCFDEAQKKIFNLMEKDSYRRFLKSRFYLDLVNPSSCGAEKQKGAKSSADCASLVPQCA
TRPC6 inh = mouse TRPC6 channel inhibitors, primary screen, cell-based, HEK293, membrane potential dye. Short transient receptor potential channel 6 (Mus musculus), Q61143. ACh-evoked depolarization; active compounds read low. B-score at 10 µM. hit rate 1.1% among 310,000;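 active means B-score under library mean minus 3 SD, initial fluorescence not abnormally high, positive integrated signal ratio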;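 further: B-score derived from integrated fluorescence ratio over the kinetic read; more negative B-score means stronger inhibition of depolarization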
Numbers without * were called inactive; i = inactive; · = not tested or not shown. An unsorted share of the library; overall some 6.1% were active at least once.

Structure | HIF act | RGS4 act | SKKanGAS inh | MrgX1 antagonist | TRPC4 block | Platelet DG rel | MrgX1 allo act | MrgX1 agonist | TRPC6 act | RGS4 inh | TRPC6 inh
CC(C)(C)c1ccc(/C=C/C(=O)N2CCN(c3ncccn3)CC2)cc1 | -1.0 | i | 9 | -6.3* | i | 5 | i | i | i | i | i
CCN(CC)C(=O)C[n+]1ccc(C(N)=O)cc1 | 0.1 | i | 2 | i | i | 10 | i | i | i | i | i
O=C(COc1ccccc1)N1CCN(C(=O)c2ccco2)CC1 | 0.2 | i | -5 | i | i | 2 | i | i | i | i | i
Cc1cccc(NC(=O)N2CCCC2C(=O)NCc2cccs2)c1 (centres undefined) | -0.4 | i | -2 | i | i | -1 | i | i | i | i | i
COc1ccc(N=C2S/C(=C\c3ccc(OCC(=O)O)cc3)C(=O)N2CCc2c[nH]c3ccccc23)cc1 | 0.1 | i | 17 | · | i | 5 | · | · | i | i | i
O=C(NC(=S)NCc1cccnc1)c1ccccc1F | -0.1 | i | -3 | i | i | 7 | i | i | i | i | i
C/C=C(\C)C(=O)Nc1cccc(C2=NOC3(C2)C[C@H](C(N)=O)N(C(=O)CC#N)C3)c1 (some centres undefined) | 0.1 | i | 1 | i | i | -2 | i | i | i | i | i
CCOC(=O)NC(c1ccccc1)C1CCCCC1=O (centres undefined) | 1.1 | i | -1 | i | i | -4 | i | i | i | i | i
O=c1ccn(-c2cccc(C(F)(F)F)c2)nc1-c1ccn(-c2cccc(Cl)c2)n1 | -0.1 | i | -4 | i | i | 6 | i | i | i | i | i
CCN(CC(=O)NCc1cccs1)S(=O)(=O)c1ccccc1Cl | -0.3 | i | 1 | i | i | -2 | i | i | i | i | i
COc1ccc(-c2cc(N)n(S(=O)(=O)c3ccc(F)cc3)n2)cc1OC | -0.3 | i | 2 | i | i | -13 | i | i | i | i | i
Cn1c(=O)n(C)c2cc(NS(C)(=O)=O)ccc21 | -58 | i | -6 | i | i | -5 | i | i | i | i | i
O=C(CSc1nc2ccccc2o1)N/N=C/c1ccc(C(=O)O)cc1 | -0.2 | i | -4 | i | i | -1 | i | i | i | i | i
O=C(c1ccoc1)N1CCC2(CC1)Oc1ccc(Cl)cc1C(=O)C21CC(c2ccccc2)=NO1 (centres undefined) | -0.2 | i | 22 | i | i | 0 | i | i | i | i | i
CC(C)C(NC(=O)CNC(=O)OC(C)(C)C)C(=O)NCc1ccc(Cl)cc1 (centres undefined) | -0.1 | i | -10 | i | i | 11 | i | i | i | i | i
Nc1cc(=O)[nH]c(SCC(=O)Nc2ccccc2Sc2ccccc2)n1 | -1.0 | i | -1 | i | i | 8 | i | i | i | i | i
CCOC(=O)CSC1=NN2CCS(=O)(=O)N=C2S1 | 0.3 | i | 0 | i | i | 8 | i | i | i | i | i
Cc1cc(C)c(C#N)c(SCc2[nH]nc3c2C(c2ccccc2)C(C#N)=C(N)O3)n1 (centres undefined) | -0.2 | i | 1 | i | i | -13 | i | i | i | i | i
CCc1cccc(N=c2c([N+](=O)[O-])nn(-c3ccc4c(c3)OCCO4)n2O)c1 | 0.0 | i | 8 | i | i | 15 | i | i | i | i | i
COc1ccccc1NC1=NC2(CCCC2)N=C(N)N1 | -0.3 | i | -16 | i | i | 0 | i | i | i | i | i
CCOc1ccc(Cl)cc1CNCCNCC(C)O (centres undefined) | -0.5 | i | 9 | i | i | 0 | i | i | i | i | i
Cc1ccc(Cl)cc1NC(=O)CCNC(=O)N1CC(=O)Nc2ccccc21 | 1.7 | i | 6 | i | i | 1 | i | i | i | i | i
CCCC(C)C(=O)N(Cc1ccccc1)c1ccccn1 (centres undefined) | -0.3 | i | 6 | i | i | -2 | i | i | i | i | i
CC(C)CN(C(=O)COC(=O)c1cc2c(s1)CCC2)C1CCS(=O)(=O)C1 (centres undefined) | -0.9 | i | 0 | i | i | 16 | i | i | i | i | i
CC(C)C(=O)NC(c1ccc(N(C)C)cc1)c1c(O)ccc2ccccc12 (centres undefined) | -0.5 | i | 7 | i | i | -4 | i | i | i | i | i
Cc1ccc(NC(=O)CN(C)CC(=O)Nc2ccccc2C(=O)Nc2ccccc2)cc1 | 0.2 | i | 14 | i | i | -32 | i | i | i | i | i
Cc1ccccc1-c1nsc(SCC(=O)c2ccc(Cl)cc2)n1 | 0.7 | i | 32 | i | i | -2 | i | i | i | i | i
Cc1c(/C=N\NC(=O)c2ccc(F)cc2)cnn1C | 0.5 | i | -1 | i | i | 5 | i | i | i | i | i
CCN(CC(=O)NCc1ccc(F)cc1)C(=O)c1cccnc1SC | -2.0 | i | -5 | i | i | -1 | i | i | i | i | i
CCOCCCNC(=O)COC(=O)/C=C/c1ccc(S(=O)(=O)N2CCc3ccccc32)cc1 | -0.8 | i | 2 | i | i | 12 | i | i | i | i | i
COc1ccc(C2C3=C(CC(c4ccco4)CC3=O)Nc3ccccc3N2C(C)=O)cc1 (centres undefined) | 0.4 | i | 4 | i | i | 5 | i | i | i | i | i
COc1cc(C(=O)Nc2nnc(CC(=O)N3CCOCC3)s2)cc(OC)c1OC | 0.0 | i | 2 | i | i | -1 | i | i | i | i | i
OCCCCNCc1cc(Br)ccc1OCc1ccccc1 | 0.5 | i | 2 | i | i | 3 | i | i | i | i | i
CN1CCN(C(=O)c2ccccc2NC(=O)Cc2ccccc2)CC1 | -0.2 | i | 7 | i | i | -14 | i | i | i | i | i
C#CCONC(=O)c1cc(OCC(F)(F)F)ccc1OCC(F)(F)F | -0.3 | i | 1 | i | i | -3 | i | i | i | i | i
CCS(=O)(=O)n1nc(-c2ccc(OC)cc2)nc1SC | -1.6 | i | -2 | i | i | -4 | i | i | i | i | i
CC(C)NOC(=O)c1ccc(Cl)cc1 | -0.1 | i | -8 | i | i | 0 | i | i | i | i | i
Cn1c(=O)cc(SCC(=O)NCCC2=CCCCC2)c2ccccc21 | -0.7 | i | -5 | i | i | -17 | i | i | i | i | i
CC(=O)c1ccc(C(=O)Nc2sc3c(c2C(N)=O)CCN(Cc2ccccc2)C3)cc1 | -0.1 | i | 19 | i | i | -3 | i | i | i | i | i
COc1cccc(-c2cc(C(F)(F)F)nc(-n3cc(C)cn3)n2)c1 | -0.2 | i | -1 | i | i | -1 | i | i | i | i | i
CCN(CC)Cc1cc(O)c(CN(CC)CC)cc1O | 0.3 | i | -10 | · | i | -2 | · | · | i | i | i
Cc1ccccc1-c1cc(-c2ccccc2O)on1 | 0.8 | i | 30 | i | i | 0 | i | i | i | i | i
CCCCOc1cccc(C(=O)Nc2ccc(NC(=O)c3cccs3)cc2)c1 | -6.4 | i | 1 | i | i | 1 | i | i | i | i | i
O=C(NCc1ccco1)C12CN(Cc3ccccc3)CC1C(c1ccc([N+](=O)[O-])cc1)=NO2 (centres undefined) | -2.1 | i | 9 | i | i | 7 | i | i | i | i | i
CC(=O)Nc1ccc(SCC(=O)O)cc1 | -0.1 | i | 3 | i | i | 14 | i | i | i | i | i
Cc1ccc(C2=CSC3=NS(=O)(=O)CCN23)cc1 | -0.4 | i | 0 | i | i | -1 | i | i | i | i | i
CCC(CC)C(=O)N(CCc1ccc(OC)cc1)Cc1nc2ccccc2c(=O)[nH]1 | -0.1 | i | 1 | i | i | 6 | i | i | i | i | i
Cc1ccccc1OC1=NS(=O)(=O)c2ccccc21 | 0.4 | i | 2 | i | i | -4 | i | i | i | i | i
COc1nc(N(C)C)nc(-n2nnc(C(C)=O)c2C)n1 | -1.6 | i | 2 | i | i | 10 | i | i | i | i | i
COCCn1c(SCC(=O)Nc2ccc(C)cc2C)nc2c(oc3ccccc32)c1=O | -0.2 | i | -1 | i | i | 2 | i | i | i | i | i

(next part)
Structure | HIF act | RGS4 act | SKKanGAS inh | MrgX1 antagonist | TRPC4 block | Platelet DG rel | MrgX1 allo act | MrgX1 agonist | TRPC6 act | RGS4 inh | TRPC6 inh
CCc1nc(SCC(=O)Nc2cccc(C(F)(F)F)c2)c2c(=O)n(C)c(=O)n(C)c2n1 | -0.4 | i | -2 | i | i | 3 | i | i | i | i | i
COc1ccc(C(=O)Nc2ccc(N3CCN(Cc4ccccc4)CC3)cc2)cc1 | 0.9 | i | 3 | i | i | -3 | i | i | i | i | i
CC(OC(=O)CCN=C1NS(=O)(=O)c2ccccc21)C(=O)NCc1ccccc1 (centres undefined) | -0.1 | i | -2 | i | i | · | i | i | i | i | i
Cc1cccc(C)c1NC(=O)C1CSC2(C)CCC(=O)N12 (centres undefined) | 0.1 | i | 6 | i | i | 7 | i | i | i | i | i
CC(=O)NC1=NN(C(C)=O)C2(S1)C(=O)N(C(C)=O)c1ccc(C)cc12 (centres undefined) | -0.4 | i | -10 | i | i | -19 | i | i | i | i | i
Cc1ccc(C)c2sc(NC(=O)CN3C(=O)CCC3=O)nc12 | -12 | i | -3 | i | i | -8 | i | i | i | i | i
Cc1cc(C)cc(-n2nnc(C(=O)NCc3ccc(Cl)cc3)c2N)c1 | -0.3 | i | 8 | i | i | -1 | i | i | i | i | i
COc1cccc(CC2(CO)CCN(S(=O)(=O)c3ccc(OC)cc3OC)CC2)c1 | -21 | i | -2 | i | i | -2 | i | i | i | i | i

Compound activity from PubChem.
